From PubChem
STEP inh: STEP phosphatase inhibitors, primary screen, biochemical, fluorescence intensity, uHTS | inhibition, % at 20 µM | recombinant STEP, OMFP fluorogenic substrate | 360,000 tested, 0.25% active | AID 588621, 2011;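 active = inhibition at 20 µM, scaled per plate between control wells, above about 37%, limit read from the data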;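 note: 0% = DMSO with enzyme and substrate and 100% = substrate only without enzyme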
Target sequence (P54829 whole entry, looked up): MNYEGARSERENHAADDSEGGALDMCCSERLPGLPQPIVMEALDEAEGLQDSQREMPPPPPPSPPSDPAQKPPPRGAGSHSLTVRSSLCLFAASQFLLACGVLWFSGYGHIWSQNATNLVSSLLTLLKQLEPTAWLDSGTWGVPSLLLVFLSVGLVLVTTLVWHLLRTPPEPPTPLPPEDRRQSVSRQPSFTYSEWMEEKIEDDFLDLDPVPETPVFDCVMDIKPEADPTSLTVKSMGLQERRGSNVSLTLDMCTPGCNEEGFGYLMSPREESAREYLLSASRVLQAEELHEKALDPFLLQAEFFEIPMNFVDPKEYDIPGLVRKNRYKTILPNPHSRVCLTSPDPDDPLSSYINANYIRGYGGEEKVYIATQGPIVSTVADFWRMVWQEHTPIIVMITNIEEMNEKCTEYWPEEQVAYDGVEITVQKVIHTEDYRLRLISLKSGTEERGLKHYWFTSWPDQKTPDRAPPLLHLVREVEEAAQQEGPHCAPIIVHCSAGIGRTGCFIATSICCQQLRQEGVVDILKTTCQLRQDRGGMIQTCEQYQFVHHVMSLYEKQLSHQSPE
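Material: STEP (striatal-enriched tyrosine phosphatase) enzyme, cell-free; Compound dosing: 20 µM single dose in 1% DMSO; Technique: fluorescence read at 480 nm ex / 540 nm em; Times: reaction 20 min, ambient temperature; Medium: 50 mM Bis-Tris pH 6.0 with 2.5 mM DTT and 0.005% Tween 20; Also added: OMFP at 25 µM.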
NadD inh: inhibitors of S. aureus NadD, primary screen, biochemical, colorimetric, uHTS; Nicotinate-nucleotide adenylyltransferase NadD (Staphylococcus aureus N315); purified NadD enzyme, colorimetric absorbance read-out; inhibition, % at 20 µM; 360,000 tested, 0.78% active; in the data active = inhibition above about 26%; note: some compounds past the cut are filed as inactive
LMPTP inh: LMPTP phosphatase inhibitors, primary screen, biochemical, fluorescence intensity, uHTS. Low molecular weight phosphotyrosine protein phosphatase (Homo sapiens), P24666. recombinant LMPTP-A, OMFP fluorogenic substrate. inhibition, % at 20 µM. 360,000 tested, 0.22% active;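 active = compounds that cut the enzyme signal by at least half of the control window in the single-dose screen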;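 note: plate controls were DMSO wells with enzyme plus substrate for no effect and substrate without enzyme for full effect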
Target sequence (P24666 whole entry, looked up): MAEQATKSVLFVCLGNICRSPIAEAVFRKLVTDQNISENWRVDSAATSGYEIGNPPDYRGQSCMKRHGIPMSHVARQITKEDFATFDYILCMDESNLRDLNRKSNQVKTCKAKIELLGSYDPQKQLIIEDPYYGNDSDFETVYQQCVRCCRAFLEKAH
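Material: LMPTP-A; amount: 0.625 nM enzyme; doses: single 20 µM dose; times: reaction 50 min, room temperature, dark; technique: fluorescence intensity of OMFP turnover product; benchmarks: no-enzyme and uninhibited controls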
DNMT1 inh: human DNMT1 methyltransferase inhibitors, primary screen, biochemical, molecular beacon, fluorescence, HinP1I cleavage, uHTS | DNA (cytosine-5)-methyltransferase 1 (Homo sapiens), P26358 | inhibition (reported as % activation of signal), % at 10 µM | 360,000 tested, 0.83% active | AID 588458, 2011; in the data active = inhibition above about 50%
CSN inh: inhibitors of CSN-mediated cullin deneddylation, primary screen, biochemical, fluorescence polarization, uHTS. 360,000 tested, 0.38% active. Purified CSN, SCF-Nedd8-OG deneddylation. COP9 signalosome complex subunit 5 (Homo sapiens), Q92905. inhibition, % at 12.5 µM;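 active = pattern-corrected inhibition above about 35%, with an unprinted fluorescence ratio check between 0.5 and 1.5, limit read from the data, passing the limit was not always enough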;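 note: 0% = enzyme with substrate and 100% = substrate without enzyme; some results filed as inactive read as strong as hits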
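Assay system: purified human Csn5 enzyme expressed in HEK293T cells; measure: % inhibition; also added: SCFSkp2-Nedd8OG substrate at 10 nM final; technique: fluorescence polarization; times: reaction 90 min, room temperature; medium: Tris buffer pH 7.5, NaCl, DTT, Tween-20, trehalose, ovalbumin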
TbMetRS inhib: T. brucei MetRS inhibitors, primary screen, biochemical, luminescence; methionyl-tRNA synthetase (Trypanosoma brucei brucei); purified T. brucei MetRS, ATP depletion, Kinase-Glo luminescence; inhibition, % at 11.9 µM; 360,000 tested, 0.4% active;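 active = inhibition above a per-plate cutoff of the control wells' mean inhibition plus 3 SD, cut at about 5.5% in these data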;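 note: 0% = DMSO wells median and 100% = median of wells with control inhibitor compound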
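Measured by: Kinase-Glo luciferase luminescence reporting remaining unconsumed ATP. Material: purified T. brucei MetRS enzyme. Doses: 11.9 µM compound single dose, 0.9% DMSO. Medium: HEPES buffer containing pyrophosphatase, BSA, spermine, DTT. Times: 15 min preincubation, 2 h reaction, all 25 °C. Reagent: methionine, ATP and bulk E. coli tRNA.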
MsrA inhibitor: bovine MsrA enzyme inhibitors, primary screen, biochemical, absorbance, HTS | Methionine sulfoxide reductase A (Bos taurus) | purified bovine MsrA, absorbance read-out | inhibition, % at 15.5 µM | 360,000 tested, 0.75% active | AID 651718, 2012; in the data active = inhibition above about 4.5%;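 note: 0% = vehicle wells with enzyme and 100% = reference inhibitor wells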
Rpn11 block: Rpn11 (PSMD14) deubiquitinase inhibitors, primary screen, biochemical, fluorescence polarization, uHTS. 360,000 tested, 0.59% active. calls only at 20 µM. human 26S proteasome, Ub4-pepOG fluorescence polarization; 20S core pre-blocked with epoxomicin;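 active = inhibition at 20 µM, scaled to each plate's controls, above about 33%, limit read from the data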
Scp1 inh: Scp-1 phosphatase inhibitors, primary screen, biochemical, colorimetric, uHTS | Recombinant Scp1, phosphopeptide, malachite green phosphate absorbance | Carboxy-terminal domain RNA polymerase II polypeptide A small phosphatase 1 (Homo … | AID 493091, 2011 | 340,000 tested, 0.88% active | inhibition, % at 20 µM;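 active = inhibition above about 50% at 20 µM, limit read from the data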;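 note: plate controls were DMSO wells with enzyme for no effect and wells lacking enzyme for full effect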
Target sequence (Q9GZU7 76-261 limits assumed): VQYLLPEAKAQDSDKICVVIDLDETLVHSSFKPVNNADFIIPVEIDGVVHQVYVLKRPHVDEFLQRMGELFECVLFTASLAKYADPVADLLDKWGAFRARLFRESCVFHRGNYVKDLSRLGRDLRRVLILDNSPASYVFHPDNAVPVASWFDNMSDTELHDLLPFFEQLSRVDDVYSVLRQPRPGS
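assay system = SCP-1 phosphatase catalytic domain, residues 76-261 | buffer or medium = 50 mM Tris acetate pH 5.5, 0.005% Tween-20, 10 mM MgCl2 | incubation = enzyme reaction 45 min at room temperature, colour 5 min, stabilisation 30 min | signal = Phosphate-binding colour reagent, absorbance read at 630 nm | measure = % inhibition at 20 µM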
SUMO1-SIM PPI: modulators of SUMO1 protein-protein interactions, primary screen, biochemical, uHTS; Small ubiquitin-related modifier 1 (Homo sapiens), P63165; SUMO1 binding to a labelled peptide, TR-FRET, 1 h; inhibition, % at 20 µM; 360,000 tested, 0.33% active; in the data active = inhibition above about 37%
Target sequence (P63165 whole entry, looked up): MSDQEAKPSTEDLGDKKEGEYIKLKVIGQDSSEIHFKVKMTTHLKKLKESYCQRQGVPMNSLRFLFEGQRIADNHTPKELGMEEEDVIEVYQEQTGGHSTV
* hit, by the source's call; i = inactive; x = no result given. Rows are unselected; overall some 3.9% were active at least once.

STEP inh | NadD inh | LMPTP inh | DNMT1 inh | CSN inh | TbMetRS inhib | MsrA inhibitor | Rpn11 block | Scp1 inh | SUMO1-SIM PPI | Compound
1 | -5 | 1.2 | 1 | 3 | -0.3 | -0.3 | i | 2 | 0 | Cc1ccc(S(=O)(=O)N2CCCC(C(=O)NCCCN3CCCCC3C)C2)cc1 (configuration not stated)
0 | 1 | 1.5 | -2 | 1 | -0.1 | -0.3 | i | -1 | 2 | CCNC(=O)NC(=O)COC(=O)c1cccc(S(=O)(=O)N2CC3(C)CC2CC(C)(C)C3)c1 (configuration not stated)
2 | -8 | 0.3 | 0 | 8 | -0.9 | -1.4 | i | -9 | -7 | Cc1ccc(C(=O)COc2ccc3ccc(=O)oc3c2)cc1
0 | -4 | -1.6 | 4 | 0 | -0.4 | 0.9 | i | -7 | -2 | O=C(COC(=O)/C=C/c1ccc(F)cc1)NCc1ccco1
-4 | -6 | -0.5 | 1 | -1 | 0.4 | -0.2 | i | -13 | 1 | O=C(CCc1nnc(CCCc2ccccc2)o1)NC(C1CC1)C1CC1
1 | 1 | -1.6 | -5 | -1 | -0.4 | 1.8 | i | -3 | -2 | Cc1ccc(S(=O)(=O)c2nc(S(C)(=O)=O)sc2N2CCN(C)CC2)cc1
-1 | 2 | -1.1 | 1 | -1 | -0.2 | 0.4 | i | -2 | 6 | O=C(CCl)Nc1c2c(nn1-c1ccccc1)CSC2
-4 | -1 | -3.2 | 1 | -3 | 0.1 | 0.5 | i | -11 | -15 | Cn1ccnc1C(=O)c1cccc([N+](=O)[O-])c1
1 | -1 | -1.0 | 1 | -4 | 0.1 | 0.4 | i | -7 | 4 | CC(=O)Nc1ccc(S(=O)(=O)N2CCN(Cc3cccs3)CC2)cc1
1 | 6 | -0.7 | 2 | 2 | -0.5 | 1.6 | i | -1 | 5 | O=C(c1ccc(F)cc1)N1CCC(C(=O)N2CCN(S(=O)(=O)c3cccc(Cl)c3)CC2)CC1
-5 | -3 | 2.6 | -5 | 6 | -2.1 | -0.3 | i | -4 | 0 | COc1ccc(C2/C=C\CN(S(=O)(=O)c3ccc(C)cc3)CC(=O)N2Cc2cccc(F)c2)cc1 (configuration not stated)
-2 | 6 | -1.8 | 1 | 7 | 0.6 | -1.0 | i | -8 | 1 | CC(C)CCOc1ccccc1C(N)=O
-1 | -1 | -1.7 | 1 | 4 | -0.2 | 0.9 | i | -8 | 7 | COCC(=O)N1CCC(Oc2ccc(C(=O)NCc3cc(C)n(C)n3)cc2)CC1
0 | 5 | 0.3 | 5 | 3 | -0.3 | -1.0 | i | -2 | -1 | CC(C)CNC(=O)/C=C/C=C/CCCC/C=C/c1ccc2c(c1)OCO2
-2 | -4 | -0.4 | -6 | 0 | -0.8 | 0.7 | i | -6 | -1 | O=C(Cn1nc(-c2ccc(Cl)cc2)c2ccccc2c1=O)NCC1CCCO1 (configuration not stated)
-1 | -4 | 0.8 | -2 | 2 | -0.5 | 0.5 | i | 1 | -3 | COc1ccc2c(C(=O)CN3CC(C)OC(C)C3)c[nH]c2c1 (configuration not stated)
1 | -1 | -1.8 | 2 | 10 | -1.0 | 0.4 | i | -4 | -23 | CCC(C)(C)NC(=O)c1cc(C(=O)OC)cc([N+](=O)[O-])c1
2 | 7 | -0.7 | 0 | 2 | -0.1 | -1.1 | i | -5 | -8 | COc1ccc(NC(=O)Cn2nc(C(=O)O)c3ccccc3c2=O)cc1S(=O)(=O)N1CCCCC1
-6 | -6 | -0.5 | 0 | 4 | -0.6 | -0.8 | i | -7 | 0 | Cc1cc(SCC#N)nc2ccccc12
2 | -2 | -1.2 | 0 | -8 | 0.3 | -0.6 | i | 3 | 5 | COc1ccc(Cl)cc1NC(=O)CSc1cccc[n+]1[O-]

2 of the compounds above, as labelled records:
molecule: COCC(=O)N1CCC(Oc2ccc(C(=O)NCc3cc(C)n(C)n3)cc2)CC1
- STEP inh = -1
- NadD inh = -1
- LMPTP inh = -1.7
- DNMT1 inh = 1
- CSN inh = 4
- TbMetRS inhib = -0.2
- MsrA inhibitor = 0.9
- Rpn11 block = i
- Scp1 inh = -8
- SUMO1-SIM PPI = 7

molecule: CC(C)CNC(=O)/C=C/C=C/CCCC/C=C/c1ccc2c(c1)OCO2
- STEP inh = 0
- NadD inh = 5
- LMPTP inh = 0.3
- DNMT1 inh = 5
- CSN inh = 3
- TbMetRS inhib = -0.3
- MsrA inhibitor = -1.0
- Rpn11 block = i
- Scp1 inh = -2
- SUMO1-SIM PPI = -1

Full records, looked up by structure. Order of screens: STEP inh, NadD inh, LMPTP inh, DNMT1 inh, CSN inh, TbMetRS inhib, MsrA inhibitor, Rpn11 block, Scp1 inh, SUMO1-SIM PPI
O=C(CCl)Nc1c2c(nn1-c1ccccc1)CSC2 reads -1, 2, -1.1, 1, -1, -0.2, 0.4, i, -2, 6
COc1ccc2c(C(=O)CN3CC(C)OC(C)C3)c[nH]c2c1 (configuration not stated) reads -1, -4, 0.8, -2, 2, -0.5, 0.5, i, 1, -3

Remaining list, next part.
STEP inh | NadD inh | LMPTP inh | DNMT1 inh | CSN inh | TbMetRS inhib | MsrA inhibitor | Rpn11 block | Scp1 inh | SUMO1-SIM PPI | Compound
2 | -2 | 0.5 | -3 | 2 | -0.2 | -0.5 | i | 16 | -5 | Cc1ccc(SCCC(=O)NCCSCc2ccccc2C)cc1
0 | 3 | 0.8 | -9 | -2 | -0.2 | 1.1 | i | -4 | -5 | O=C(C(=O)N1CCc2ccccc2C1)c1cn(CC(=O)N2CCCC2)c2ccccc12
0 | 2 | -0.9 | -1 | 2 | -0.1 | 4.6* | i | 0 | -42 | NC(=S)N/N=C/c1ccccc1OC(=O)c1cc2ccccc2oc1=O
0 | 4 | 0.4 | 3 | -2 | -0.3 | 1.6 | i | -7 | 6 | CC1CCN(c2nnc(NC(=O)Cn3c(=O)oc4ccccc43)s2)CC1
2 | -2 | -1.6 | 2 | 0 | -0.9 | -0.4 | i | -8 | -2 | Cc1cn(CC(=O)NCC(C)c2ccccc2)c(=O)[nH]c1=O (configuration not stated)
0 | -10 | -0.1 | 7 | 4 | -0.9 | -0.3 | i | 14 | 0 | CC(C)(C)CC(=O)Nc1ccccc1N1CCN(c2ccccc2)CC1
1 | -7 | -0.8 | 3 | -4 | -0.3 | -0.7 | i | -8 | -2 | CCn1c(SCC(=O)NCC2CCCO2)nc2c(c1=O)SCC2 (configuration not stated)
0 | -1 | 0.8 | 1 | -3 | -0.3 | -0.7 | i | 2 | 6 | COc1ccc(CC(=O)N(C)Cc2ccc(C(C)(C)C)cc2)cc1S(=O)(=O)N1CCOCC1
-2 | 8 | -1.5 | 7 | 5 | -1.0 | -0.1 | i | 0 | 0 | Nc1c(S(=O)(=O)c2ccccc2)cnc2c(-c3ccc(F)cc3)cnn12
-4 | 18 | 1.3 | -4 | -3 | -1.3 | 0.6 | i | x | 2 | Cc1ccc(S(=O)(=O)N2C[C@H]3[C@H]4C(=O)N(c5ccccc5)C(=O)[C@H]4CC(=O)[C@H]3[C@@H]2c2ccc(Cl)cc2)cc1
-1 | -4 | 0.4 | 0 | 5 | -0.6 | -1.3 | i | -6 | -3 | Cc1c(C(=O)NCc2ccccc2)oc2ccc(S(=O)(=O)N3CCCC3)cc12
2 | 0 | -1.4 | 2 | -1 | 0.1 | -1.4 | i | -7 | 7 | CC(=O)N1c2ccc(S(=O)(=O)NCc3ccco3)cc2CC1C (configuration not stated)
-1 | 1 | -2.2 | 7 | 4 | -0.1 | 0.4 | i | -5 | -1 | CC(NC(=O)NC1CCCCC1)C(c1cccs1)N1CCN(C)CC1 (configuration not stated)
-1 | 1 | 0.1 | -5 | 1 | -0.4 | -0.2 | i | -1 | 4 | COc1cc(C(=O)Nc2ccc3c(c2)Cc2ccccc2-3)cc(OC)c1OC
5 | 7 | 2.3 | 2 | 0 | 0.1 | 0.4 | i | -13 | -6 | CCc1cc2c(SCC(=O)c3ccccc3)ncnc2s1
2 | 8 | 2.4 | -3 | 2 | 0.0 | 4.2 | i | -12 | -3 | CCN(CC)C(=O)CSc1nc2c(sc(=S)n2Cc2ccco2)c(=O)n1-c1ccccc1
-2 | -4 | 1.4 | -2 | 10 | -0.1 | 0.7 | i | -7 | -3 | COC(=O)c1cccc(NC(=S)NCc2ccco2)c1
-1 | 2 | -1.1 | -1 | 0 | -0.3 | 0.2 | i | -6 | 0 | O=C(NNS(=O)(=O)c1ccccc1)c1cccc(F)c1
1 | 11 | 0.4 | 0 | 1 | -0.4 | -0.5 | i | x | -2 | Cc1ccc2cccc(CC(=O)NN)c2c1
-4 | 2 | -0.5 | 8 | -1 | 0.1 | -1.2 | i | -5 | 5 | COCCN(C(=O)CC1CCCC1)c1c(N)n(CC(C)C)c(=O)[nH]c1=O
1 | 2 | -0.7 | 3 | -4 | -0.5 | 0.0 | i | -3 | -27 | O=C1c2cccc(Cl)c2C(=O)N1c1ccccn1
-1 | 0 | 0.1 | -2 | 4 | -0.8 | -0.7 | i | 10 | 4 | Cc1ccc(N(C)C(=O)c2ccc3c(Cl)c4c(nc3c2)CCC4)cc1C
0 | 17 | 8.3 | -33 | 0 | 0.5 | 1.0 | i | x | 10 | CCc1nc2ccc(C(=O)Nc3ccc(Cl)c(Cl)c3)cn2c1N(C)Cc1ccc(OC)cc1

Marked active in MsrA inhibitor, of those listed so far:
STEP inh | NadD inh | LMPTP inh | DNMT1 inh | CSN inh | TbMetRS inhib | MsrA inhibitor | Rpn11 block | Scp1 inh | SUMO1-SIM PPI | Compound
0 | 2 | -0.9 | -1 | 2 | -0.1 | 4.6* | i | 0 | -42 | NC(=S)N/N=C/c1ccccc1OC(=O)c1cc2ccccc2oc1=O
